Compound activity as filed in PubChem BioAssay.
PNC assembly inh – blocks assembly of the perinucleolar compartment | PC3M PTB-GFP, PNC prevalence imaging, 16 h; hits give low values | activity change (PNC), negative = inhibition, % at 10 µM | actives 3.1% (n = 140,000);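 active = readout at or below -70, meaning at least 70% loss of cells showing the perinucleolar compartment, a nuclear body marking cancer cells; inconclusive = readout between -30 and a set limit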;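 also: plate controls were DMSO wells for no effect and camptothecin positive control wells for full effect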
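Compounds are pinned in duplicate onto adhered PC3M cells stably expressing GFP-tagged PTB and incubated 16 h at 37 C. Cells are then fixed, nuclei stained with Hoechst, and PNC-positive cells counted.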
12-hLO inh – blocks human 12-lipoxygenase activity; P18054; purified 12-hLO, xylenol orange hydroperoxide absorbance; Potency, µM (titrated, usually from 57.1 µM), without a hit: top-dose activity change, negative = inhibition, most hits filed as inhibitors; actives 0.12% (n = 150,000); also: potency is read from the fitted curve at half-maximal effect; nearly all actives have a fitted effect of over 55% in size; many of its hits are not listed in these tables
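Hydroperoxide output read as Fe(III)-xylenol orange absorbance, 573-to-405 nm ratio, after 30 min reaction with 40 uM arachidonic acid. Enzyme: 150 nM purified human 12hLO, 15 min compound preincubation; 25 mM Hepes pH 7.0, room temperature.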
15-hLO-2 inh – 15-hLO-2 (ALOX15B) enzyme inhibition. O15296. purified 15hLO-2, xylenol orange hydroperoxide absorbance. Potency, µM (series often up to 57.1 µM), for the others: at the top dose activity change, negative = inhibition, actives largely listed as inhibitors. actives 0.56% (n = 110,000). AID 881; also: potency is read from the fitted curve at half-maximal effect; nearly all actives have a fitted effect of over 60% in size; many of its hits are not listed in these tables
Target sequence (O15296 whole entry, looked up): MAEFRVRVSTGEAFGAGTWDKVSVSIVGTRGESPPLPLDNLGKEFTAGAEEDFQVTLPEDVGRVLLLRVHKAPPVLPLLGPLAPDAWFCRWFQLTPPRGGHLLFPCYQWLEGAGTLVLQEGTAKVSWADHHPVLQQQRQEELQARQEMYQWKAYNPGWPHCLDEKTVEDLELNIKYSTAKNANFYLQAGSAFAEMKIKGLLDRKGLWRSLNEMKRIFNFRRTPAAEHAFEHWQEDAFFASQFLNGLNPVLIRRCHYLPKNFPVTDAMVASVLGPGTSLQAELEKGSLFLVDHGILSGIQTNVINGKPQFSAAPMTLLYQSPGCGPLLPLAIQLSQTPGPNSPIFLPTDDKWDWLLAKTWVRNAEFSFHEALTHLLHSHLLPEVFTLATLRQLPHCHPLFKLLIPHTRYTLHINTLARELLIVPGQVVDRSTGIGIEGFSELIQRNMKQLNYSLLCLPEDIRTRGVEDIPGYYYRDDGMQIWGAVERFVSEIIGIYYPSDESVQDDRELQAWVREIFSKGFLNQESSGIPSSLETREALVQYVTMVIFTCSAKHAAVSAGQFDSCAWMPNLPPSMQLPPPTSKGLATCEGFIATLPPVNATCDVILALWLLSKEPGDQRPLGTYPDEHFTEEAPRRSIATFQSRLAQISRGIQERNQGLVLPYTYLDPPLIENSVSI
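Read-out: hydroperoxide product oxidises ferrous iron, measured as xylenol orange complex via the 573-to-405 nm absorbance ratio after 30 min. Reaction: 50 nM enzyme, 15 min compound preincubation, 45 uM arachidonic acid, 90 min RT, Hepes pH 7.5 with Triton X-100.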
IMPase cell inh – IMPase inhibition in cells. 120,000 tested, under 10 active. CHO-M1 cells, IP1 accumulation, HTRF TR-FRET ratio. inhibition (IP1 accumulation), % at 46.1 µM. AID 901; active = well fitted curve in the direction sought with a large enough effect in the signal ratio, not every such curve was filed as active; inconclusive = small, poorly fitted or top-dose-only effect, or a change in a side signal; inactive = no such curve, though single readings can be large or run the other way; the % refers to the signal ratio;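 also: cells stimulated with carbachol in lithium chloride buffer; plate controls were DMSO basal wells for no effect and reference inhibitor wells for full effect; higher means more IMPase inhibition seen as more IP1 and lower FRET ratio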
Target sequence (P97697 whole entry, looked up): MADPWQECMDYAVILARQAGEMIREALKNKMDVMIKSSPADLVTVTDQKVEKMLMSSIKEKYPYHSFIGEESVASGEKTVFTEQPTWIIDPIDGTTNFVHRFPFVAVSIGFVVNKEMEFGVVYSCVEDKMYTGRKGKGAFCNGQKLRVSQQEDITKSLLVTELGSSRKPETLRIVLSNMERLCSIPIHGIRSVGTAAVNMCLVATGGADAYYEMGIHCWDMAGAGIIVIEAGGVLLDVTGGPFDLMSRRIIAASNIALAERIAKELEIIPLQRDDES
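In this qHTS, compounds (final up to 46 uM) act on CHO-M1 cells that are then activated through the M1 receptor with carbachol, in pH 7.4 buffer containing 50 mM LiCl, for 30 min. IP1 accumulation is quantified by the IP-One immunoassay.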
Active calls of the source: *; ? = inconclusive; nt = not tested or not shown; [ ] = remark or other dose. Unless noted, calls follow the shape of the dose curve; as a rule, active = well fitted curve in the direction sought with a large enough effect; inconclusive = small, poorly fitted or top-dose-only effect, or another doubt; inactive = no such curve, though single readings can be large; an effect the other way counts as inactive or inconclusive. Unless noted, % is scaled to controls: 0 for no effect and ±100 for the full control effect. An excerpt; count on the stated rates, not on these rows.

item	smiles	PNC assembly inh	12-hLO inh	15-hLO-2 inh	IMPase cell inh
1	C/C(=N/NC(=O)c1cc2ccccc2cc1O)C1C(=O)c2ccccc2C1=O	-27.7	?	?	-1.3
2	CS(=O)(=O)n1nc(OC(=O)c2cccc3ccccc23)cc1N	-26.2	-8.9%	-4.1%	1.2
3	CCc1nnc(NC(=O)CSc2nc(-c3ccc(OC)cc3)ns2)s1	4.7	-2.9%	-10.3%	0.6
4	COc1ccc2c(c1O)Cc1ccccc1C2=O	15.1	-8.4%	nt	nt
5	O=C(c1ccc(COc2ccccc2Cl)o1)N1CCN(c2ccccc2)CC1	?	-3.8%	18.6%	4.8
6	O=C(CCN1CCOCC1)Nc1c(-c2ccccc2)c2cc(Br)ccc2[nH]c1=O	-25.2	1.8%	12.5%	9.0
7	CC(C)(C)N1C(=O)c2ccccc2NC(=O)N1Cc1ccccc1	5.0	-2.3%	-1.4%	4.4
8	Cn1c(SC2=CS(=O)(=O)c3ccccc32)nc2ccccc21	63.0	3.4%	-4.8%	12.2
9	Cc1ccc(NC(=O)CN2C(=O)C3C4C=CC(C4)C3C2=O)cc1S(=O)(=O)N(C)C (configuration not stated)	42.5	1.2%	nt	nt
10	Cc1ccc(-n2c(SCC(=O)Nc3ccc4c5c(cccc35)CC4)nc(O)c(C)c2=O)cc1	1.9	-6.2%	nt	nt

An excerpt from above in order of their number in 12-hLO inh, low to high.
item	smiles	PNC assembly inh	12-hLO inh	15-hLO-2 inh	IMPase cell inh
2	CS(=O)(=O)n1nc(OC(=O)c2cccc3ccccc23)cc1N	-26.2	-8.9%	-4.1%	1.2
9	Cc1ccc(NC(=O)CN2C(=O)C3C4C=CC(C4)C3C2=O)cc1S(=O)(=O)N(C)C (configuration not stated)	42.5	1.2%	nt	nt
6	O=C(CCN1CCOCC1)Nc1c(-c2ccccc2)c2cc(Br)ccc2[nH]c1=O	-25.2	1.8%	12.5%	9.0

The list goes on.
item	smiles	PNC assembly inh	12-hLO inh	15-hLO-2 inh	IMPase cell inh
11	COc1cc(C2Nc3ccccc3C(=O)N2c2ccccc2)c(Br)cc1OCC(=O)O (configuration not stated)	5.3	-1.0%	nt	nt
12	CCN(CC)S(=O)(=O)c1ccc(N2CCN(c3cccc(OC)c3)CC2)c([N+](=O)[O-])c1	26.7	0.2%	nt	nt
13	Cc1oc2c(c1C(=O)NCCCC(=O)O)CCCC2	-11.4	17.4%	10.7%	3.9
14	COc1ccc(CCNc2oc(-c3ccccc3OC)nc2C#N)cc1	-10.9	-1.4%	-5.7%	-3.1
15	c1ccc2cc3[nH]c(CN4CCCCC4)nc3cc2c1	?	4.4%	44.7%[activator]	-2.1
16	O=C(CCCC(=O)OCC(=O)c1ccc(F)cc1)Nc1cc(C(F)(F)F)ccc1Cl	?	3.5%	7.0%	5.1
17	Cc1nc(=S)c2ccccc2[nH]1	-29.1	5.0%	-0.5%	-7.8
18	CN(CCCn1c(=S)[nH]c2ncccc2c1=O)Cc1ccccc1	-15.8	-1.1%	-7.6%	-11.9
19	CS(=O)(=O)N1CCN(C(=O)c2ccccc2)C1	29.7	5.4%	-5.9%	-4.8
20	COCCNc1nnc(SCC(=O)c2c[nH]c3ccccc23)s1	-13.8	-1.1%	nt	nt
21	N=C(N)N1CCc2ccccc2C1	-12.5	-1.9%	1.2%[25.6 µM]	0.9[20.6 µM]
22	CC(=O)Nc1ccc(OC(=O)c2c(-c3ccccc3Cl)noc2C)cc1	-21.2	-2.4%	nt	nt
23	CC(C)(C)C1CCc2c(sc(NC(=O)c3cccs3)c2C(N)=O)C1 (configuration not stated)	15.0	10.7%	nt	1.8
24	CCOC(=O)/C(C#N)=C/c1ccc(N2CCN(C)CC2)cc1	-0.3	2.6%	nt	8.0
25	CCOC(=O)c1c(NC(=O)c2cccs2)sc(CC)c1-c1cccs1	?	-2.8%	5.8%	-2.4
26	Cc1cc2ncn(CCOc3ccccc3)c2cc1C	-25.5	-2.7%	11.2%	-1.4
27	O=C(COC(=O)Cc1cccs1)Nc1ccccc1	-2.9	3.4%	-0.1%	-8.2
28	O=C1CCC([N+](=O)[O-])C(c2ccccc2Cl)N1 (configuration not stated)	18.8	-0.9%	5.9%	-3.9
29	CC(=O)N/C(=N\OCc1ccc(Br)cc1)c1nonc1NC(C)=O	-8.8	-2.9%	nt	nt
30	Cc1ccc(NC(=S)N2CCN(C(=O)C3CCCO3)CC2)c(C)c1 (configuration not stated)	56.0	-0.2%	-8.3%	-5.1
31	CC12COC3(C(=O)NCCc4ccccc4)CC1CCC32C (configuration not stated)	51.9	24.1%	nt	nt
32	COc1ccc2nnc(-c3ccccc3)n2n1	12.8	-4.0%	4.6%	-4.5
33	CC(=O)N(CCC(Cc1ccccc1)c1ccc2c(c1)OCO2)Cc1ccc(Cl)cc1 (configuration not stated)	-23.2	-4.1%	-1.2%	3.5
34	COC(=O)c1c(NC(=O)c2c(-c3ccccc3Cl)noc2C)sc2c1CCC2	23.7	-6.0%	-10.0%	1.2
35	CCC1(c2ccc(F)cc2)NC(=O)N(CC(=O)N2CCOCC2)C1=O (configuration not stated)	14.8	-1.0%	-4.6%	5.2
36	Cc1cc(NC(=O)c2ccccc2Cl)no1	16.6	2.4%	4.7%	-17.1
37	CCCCN1CCC(CCC(=O)c2cc(Cl)c(N)cc2OC)CC1	nt	-0.7%	16.3%	13.6
38	C=CCn1c(CNC(=O)c2cccs2)nnc1SCc1ccc(Cl)cc1Cl	19.3	-4.9%	nt	2.3
39	Cc1cc(NC(=O)CCC(=O)N(CC2CCCO2)C(C(=O)NC2CCCC2)c2cccnc2)no1 (configuration not stated)	57.5	2.5%	3.5%	5.3
40	COc1cc(NC(=O)c2ccccc2NS(=O)(=O)c2ccc(Cl)s2)cc(OC)c1	-4.3	-0.3%	nt	nt
41	Cc1ccc(S(=O)(=O)N2CCN(C(=O)N3CCOCC3)C2C(C)C)cc1 (configuration not stated)	-24.6	-0.6%	0.3%	4.7
42	COc1cc(NC(=O)C2CCN(S(=O)(=O)c3cnc[nH]3)CC2)cc(OC)c1OC	0.0	-1.9%	-3.4%	2.2
43	O=C(Nc1ccc(NC(=O)C2CCCN2C(=O)OCc2ccccc2)cc1)c1ccco1 (configuration not stated)	?	9.1%	5.3%	8.9
44	O=C(c1cnccn1)N1CCC2(CC1)CN(c1cccc(-c3ccccc3)c1)C2	nt	-7.9%	6.9%	nt
45	O=C(CSc1ccccc1)Nc1ccccc1N1CCOCC1	46.2	1.0%	-4.5%	2.0
46	CC(C)C1CC(=O)NC(SCC(=O)Nc2ccc(Br)cc2)=C1C#N (configuration not stated)	?	-11.2%	2.9%	3.6
47	O=C(CN(c1ccc(F)cc1)S(=O)(=O)c1ccc2c(c1)OCCO2)Nc1cccnc1	?	-7.3%	2.4%	-5.1
48	Cn1c(=O)[nH]c(=O)c2c1nc(NCCCO)n2CCCc1ccccc1	51.5	-2.1%	-5.9%	-0.6
49	O=C(NNC(=O)C1[C@H]2CCCC[C@@H]12)NC1CCCCC1 (some centres not stated)	39.3	-4.1%	nt	nt
50	COc1cccc(C(=O)COC(=O)c2ccc(NC(C)=O)cc2)c1	-13.2	-0.1%	nt	nt

Only 15-hLO-2 inh, 12-hLO inh and PNC assembly inh, for 6 of the compounds above:
cpd	SMILES	15-hLO-2 inh	12-hLO inh	PNC assembly inh
45	O=C(CSc1ccccc1)Nc1ccccc1N1CCOCC1	-4.5%	1.0%	46.2
46	CC(C)C1CC(=O)NC(SCC(=O)Nc2ccc(Br)cc2)=C1C#N (configuration not stated)	2.9%	-11.2%	?
47	O=C(CN(c1ccc(F)cc1)S(=O)(=O)c1ccc2c(c1)OCCO2)Nc1cccnc1	2.4%	-7.3%	?
48	Cn1c(=O)[nH]c(=O)c2c1nc(NCCCO)n2CCCc1ccccc1	-5.9%	-2.1%	51.5
49	O=C(NNC(=O)C1[C@H]2CCCC[C@@H]12)NC1CCCCC1 (some centres not stated)	nt	-4.1%	39.3
50	COc1cccc(C(=O)COC(=O)c2ccc(NC(C)=O)cc2)c1	nt	-0.1%	-13.2

Next structures
item	smiles	PNC assembly inh	12-hLO inh	15-hLO-2 inh	IMPase cell inh
51	CC1(C)CC(=O)C(C(c2cccc(O)c2O)C2C(=O)CC(C)(C)CC2=O)C(=O)C1	nt	-13.7%[11.4 µM]	1.4%[11.4 µM]	nt
52	O=C(Nc1ccc2c(c1)OCCO2)C1c2ccccc2C(=O)N2CCc3ccccc3C12 (configuration not stated)	-19.9	-0.9%	0.4%	-3.2
53	CC(C)(C)c1cc(=O)n2c(nc3ccccc32)[nH]1	1.9	-5.1%	2.1%	-11.0
54	CC(=O)NCCOc1cccc(OCCNC(C)=O)c1	?	-1.5%	nt	6.0
55	Cc1ccc(S(=O)(=O)c2ccccc2)cc1S(=O)(=O)N1CCOCC1	?	-1.5%	nt	-10.1
56	CCOC(=O)CCCCC(=O)c1[nH]c(=O)[nH]c1Cn1cnc2ccccc21	?	4.2%	5.5%	-4.0
57	O=C(Cc1ccccc1)Nc1nc(-c2cccc([N+](=O)[O-])c2)cs1	-103.4*	-1.8%	nt	-4.1
58	Cc1nn(CCCC(=O)N2CCc3ccccc3C2)c(=O)c2cc3sccc3n12	-9.8	-10.4%	-4.8%	-3.9
59	Cc1nc(SC2CC(=O)N(c3ccccc3)C2=O)nc2c1CCCC2 (configuration not stated)	?	-1.2%	-2.4%	-9.2
60	Cc1ccc(C(=O)COC(=O)CN2C(=O)C3C4CCC(C4)C3C2=O)cc1[N+](=O)[O-] (configuration not stated)	44.6	-1.4%	nt	1.4
61	CCOc1ccc2oc(C(=O)Nc3ccc(N4CCOCC4)cc3)c(C)c2c1	-29.3	-8.9%	-0.9%	10.9
62	Cc1ccc(OCc2nnc(SCC(=O)c3cccc([N+](=O)[O-])c3)n2C)cc1	?	-0.7%	-3.0%	9.3
63	O=C(c1cccc2ccccc12)N1CCC(N2CCN(c3ccccc3)CC2)CC1	28.0	-0.3%	4.0%	5.1
64	CCN=C1S/C(=C\c2ccc(OC)c(OCC)c2)C(=O)N1CC	34.0	-2.5%	nt	nt
65	O=C1C2CCCN2C(c2ccc(F)c(F)c2)N1c1cccc(Cl)c1 (configuration not stated)	11.4	2.5%	-3.7%	4.4
66	CCOC(=O)COn1c(=O)c(-c2cc3ccccc3o2)[n+]([O-])c2ccccc21	11.1	1.6%	-7.2%	-2.5
67	CC(C)C(NC(=O)OCc1ccccc1)C(=O)NCc1ccc(C(=O)O)cc1 (configuration not stated)	-4.7	3.6%	nt	nt
68	O=[N+]([O-])c1cccc(/C=N\N2CCN(c3ccc(Cl)cc3)CC2)c1	21.2	1.5%	nt	-14.1
69	CC(C)NC(=O)N1CCCC2(CCN(C(=O)c3ccncc3)CC2)C1	nt	-0.3%	3.2%	nt
70	COCCN(CCOC)S(=O)(=O)c1ccc(C(=O)NC2CCN(Cc3ccccc3)CC2)cc1	?	-2.2%	8.2%	-0.9
71	Cc1cccc(NC2=C(NC(=O)c3ccccc3)C(=O)c3ccccc3C2=O)c1	5.6	-19.9%	nt	23.3
72	Fc1ccc(Sc2cc(Cl)c(-c3ccccc3)nn2)cc1	113.4	0.5%	-13.7%	12.6
73	CCOc1ccccc1C(=O)N(Cc1ccco1)C1CCS(=O)(=O)C1 (configuration not stated)	-14.8	-1.1%	-0.5%	2.0
74	Cn1c(=O)oc2cc(S(=O)(=O)N3CCC(C(=O)Nc4ccc(OC(F)(F)F)cc4)CC3)ccc21	14.4	3.7%	0.1%[2.29 µM]	-3.2
75	Cc1onc(-c2c(Cl)cccc2Cl)c1C(N)=O	?	3.5%	5.6%	-2.6
76	O=C(O)c1ccc2c3c1cccc3c(=O)n1c3ccccc3nc21	nt	-0.1%	12.6%	0.5
